HTR5A ag – HTR5A agonism, opioid heterodimer counter-screen; P47898; HTR5A agonist assay, luminescence, cell-based; activation, % at 9.3 µM; actives 0.61% (n = 340,000); AID 504692; in the data active = activation mostly above about 9.5%, no sharp cut-off; inactive = mostly below about 7.6%;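 note: 0% = cells with vehicle only and 100% = reference agonist; strong numbers were not always called active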
AddAB inh – less growth of phage-infected E. coli with AddAB | inhibition, % at 11.9 µM | AID 435030 | actives 0.29% (n = 330,000) | E. coli expressing H. pylori AddAB, absorbance growth; in the data active = inhibition above about 12%;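 note: 0% = vehicle wells of infected cells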
HTR5A inv ag – counter-screen for OPRM1-OPRD1 inverse agonists: human HTR5A inverse agonism; HTR5A cell line, luminescence; actives 0.083% (n = 340,000); P47898; inhibition, % at 9.3 µM; in the data active = inhibition mostly above about 23%, no sharp cut-off; inactive = mostly below about 18%;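 note: 0% = cells with DMSO and 100% = no-cell wells with DMSO; some compounds called inactive have numbers as strong as hits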
MOR-DOR ag – OPRM1-OPRD1 heterodimerization agonism; cells, luminescence; activation, % at 9.3 µM; P35372+P41143; actives 0.3% (n = 340,000); in the data active = activation above about 18%;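 note: 0% = vehicle-treated cells and 100% = reference agonist; values of inactives mirror those of a sister screen read the other way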
Target sequence (P35372 whole entry, looked up): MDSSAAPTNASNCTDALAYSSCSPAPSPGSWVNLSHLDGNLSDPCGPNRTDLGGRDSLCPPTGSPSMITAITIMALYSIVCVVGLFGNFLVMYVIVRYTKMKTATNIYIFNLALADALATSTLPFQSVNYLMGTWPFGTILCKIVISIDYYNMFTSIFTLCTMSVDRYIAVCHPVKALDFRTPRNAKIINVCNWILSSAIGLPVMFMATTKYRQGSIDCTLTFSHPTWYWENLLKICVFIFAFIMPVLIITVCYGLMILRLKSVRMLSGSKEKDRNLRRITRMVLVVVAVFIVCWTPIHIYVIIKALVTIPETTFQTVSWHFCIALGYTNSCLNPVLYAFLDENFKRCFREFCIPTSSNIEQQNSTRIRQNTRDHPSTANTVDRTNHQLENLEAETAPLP
Target sequence (P41143 whole entry, looked up): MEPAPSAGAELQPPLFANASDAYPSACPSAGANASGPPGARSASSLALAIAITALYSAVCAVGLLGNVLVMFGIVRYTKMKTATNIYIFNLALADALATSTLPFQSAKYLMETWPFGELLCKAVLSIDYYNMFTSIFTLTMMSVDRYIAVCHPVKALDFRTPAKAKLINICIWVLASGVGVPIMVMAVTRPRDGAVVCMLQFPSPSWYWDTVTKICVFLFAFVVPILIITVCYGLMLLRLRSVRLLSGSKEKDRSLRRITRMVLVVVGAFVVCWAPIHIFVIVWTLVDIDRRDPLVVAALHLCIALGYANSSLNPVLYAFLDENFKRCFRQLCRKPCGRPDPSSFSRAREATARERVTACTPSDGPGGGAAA
OPRM1-OPRD1 inv – inverse agonist of human OPRM1-OPRD1 heterodimerization | actives 0.21% (n = 340,000) | cell-based MOR-DOR heterodimer luminescence, inverse agonism | inhibition, % at 9.3 µM | P35372+P41143; in the data active = inhibition above about 22%, passing the limit was not always enough;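 note: 0% = cells with DMSO and 100% = wells without cells with DMSO; values of inactives mirror those of a sister screen read the other way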
DSG3 Ab inh – inhibitors of pemphigus antibody binding to human desmoglein-3. DSG3-coupled beads, scFv-anti-DSG3-GFP binding, flow cytometry; hits give low values. binding (percent of control), % at 10 µM. P32926. actives 0.48% (n = 310,000);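 active = binding more than 3 SD below its plate's average and above zero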;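 note: hits lower antibody fragment binding to DSG3; some compounds called inactive have numbers as strong as hits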
phage Ecoli inh – E. coli growth loss with phage present. AID 651602. actives 0.26% (n = 360,000). growth absorbance. inhibition, % at 11.9 µM; in the data active = inhibition above about 11%
Ecoli viability – reduces bacterial viability in AddAB counter-screen; E. coli V3065 growth, OD600 absorbance, 18 h; inhibition, % at 11.9 µM; actives 0.27% (n = 330,000);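 active = inhibition above the campaign's mean inhibition across all tested compounds plus 3 SD, cut at about 9.9% in these data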;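 note: uninfected addAB+ strain grown without phage in ampicillin broth; 0% = DMSO wells and 100% = ciprofloxacin 0.95 µg/ml wells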
PfHsp90 set2 – inhibits growth of yeast expressing Plasmodium falciparum Hsp90 | S. cerevisiae expressing PfHsp90, BacTiter-Glo ATP, 48 h; yeast lacking PDR1 and PDR3 efflux regulators | inhibition, % at 9.4 µM | actives 0.32% (n = 310,000);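 active = every replicate shows inhibition above about 80%, whatever the replicate mean, limit read from the data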;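 note: 0% = DMSO neutral controls and 100% = 20 µM radicicol positive controls; yeast relying on Plasmodium falciparum Hsp90 in place of its own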
Mot1-301 SUMO – SUMOylation pathway inhibition by Mot1-301 growth rescue; S. cerevisiae Mot1-301 growth rescue, ATP luminescence, 38.5C; percent above DMSO median, 100 means doubled; growth rescue, % at 18.8 µM; actives 1% (n = 320,000); AID 2716;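 active = every valid replicate shows activation above 250% relative to neutral control wells; inactive = the rest, any valid replicate at or below 250%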;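 note: OY570 slx delta 5 strain wells were the positive control but not used for scaling; some compounds called inactive have numbers as strong as hits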
PKA-R1A act – activates the PKA-R1A holoenzyme complex; P00514+P68181; PKA-R1A dissociation, Cy5-IP20 fluorescence polarization; scaled: DMSO 0%, 113 µM cGMP 100%; activation, % at 11.4 µM; actives 0.083% (n = 340,000); AID 504707;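 active = percent activation above the mean of all tested compounds plus 3 SD, cut at about 19% in these data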;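 note: higher means more PKAc released from R1A so a rise in polarization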
Numbers without * were called inactive; x = not tested or not shown.

SMILES | HTR5A ag | AddAB inh | HTR5A inv ag | MOR-DOR ag | OPRM1-OPRD1 inv | DSG3 Ab inh | phage Ecoli inh | Ecoli viability | PfHsp90 set2 | Mot1-301 SUMO | PKA-R1A act
CC1(C)CC(Cc2nc(=S)[nH][nH]2)C(=O)O1 (configuration not stated) | -4 | -1.0 | 11 | -1.5 | 8 | 95 | 0.9 | -0.3 | -4 | 5 | 0
O=C(O)C1C2C=CC(C2)C1C(=O)Nc1ccc(C(=O)N2CCCCC2)cc1 (configuration not stated) | 1 | -2.3 | 3 | -3.5 | 21 | 82 | 2.5 | 0.7 | 0 | 4 | -2
COCCNC(=O)C(c1ccc(C)cc1)N(C(=O)CCC(=O)Nc1ccccn1)c1ccc(C)cc1 (configuration not stated) | 4 | 4.1 | -12 | -1.1 | 7 | x | 0.9 | -1.6 | 15 | -13 | -5
N#Cc1c(/N=C/c2ccco2)oc(-c2ccccc2)c1-c1ccccc1 | 4 | 4.0 | 0 | -1.7 | 11 | 96 | 4.5 | -0.9 | -6 | 9 | -12
Cc1ccc2c(c1)CCCN2C(=O)c1c(C)noc1C | 3 | 0.6 | -11 | 0.8 | -5 | 120 | 2.5 | 3.0 | x | -15 | -6
O=C(NCCS(=O)(=O)N1CCN(c2ccccc2F)CC1)c1ccco1 | 1 | 0.2 | -8 | -1.8 | 12 | 104 | 1.8 | 0.0 | 7 | 1 | -9
O=C(COC(=O)C1CCN(S(=O)(=O)c2cccc3cccnc23)CC1)c1ccc(F)cc1 | 0 | 1.4 | -1 | -0.8 | 4 | 104 | 1.8 | -0.8 | -10 | -11 | -1
Cc1ccc(S(=O)(=O)c2nc(-c3cccs3)oc2NCCCN(C)C)cc1 | 6 | -1.4 | -15 | 0.6 | -3 | 122 | 2.1 | -1.8 | 14 | 122 | -3
O=c1cc(CN2CCN(S(=O)(=O)c3ccc4c(c3)OCCO4)CC2)c2ccc(O)cc2o1 | -2 | 2.9 | -1 | -1.2 | 6 | x | 3.1 | 0.5 | 0 | 7 | -14
Cc1[nH]c(C)c(S(=O)(=O)N2CCN(c3ccccc3F)CC2)c1C(=O)N1CCCCC1 | -3 | 3.0 | 12 | -3.7 | 19 | 96 | 2.6 | -1.5 | 16 | -3 | -1
COc1cc2ccccc2cc1C(=O)OCC(=O)c1c(N)n(C)c(=O)n(C)c1=O | 0 | 1.9 | 1 | -2.7 | 11 | 101 | 1.7 | -1.8 | -3 | 165 | -2
CC(C)c1ccc(N(CC(=O)NN=C2CCN(C)CC2)S(=O)(=O)c2ccccc2)cc1 | 1 | 4.0 | -11 | 2.4 | -12 | 110 | 2.2 | -0.8 | 13 | -13 | 2
O=C(/C=C/c1ccc(Cl)cc1)NC(=S)Nc1ccc(N2CCOCC2)c(Cl)c1 | 0 | 2.7 | 1 | 1.3 | -7 | 102 | 3.2 | -0.9 | 11 | 17 | -3
Cc1ccccc1C(=O)NC(NCc1ccco1)C(Cl)(Cl)Cl (configuration not stated) | 3 | 3.3 | -6 | -1.4 | 9 | x | 0.4 | -0.4 | -9 | 1 | 6
NS(=O)(=O)c1ccc(CCNC(=O)C2CCN(S(=O)(=O)c3ccccc3)CC2)cc1 | 0 | -0.9 | 10 | -1.0 | 5 | 115 | 0.9 | -1.1 | x | x | 5

Part of the list above in order of count of non-hydrogen atoms, falling.
SMILES | HTR5A ag | AddAB inh | HTR5A inv ag | MOR-DOR ag | OPRM1-OPRD1 inv | DSG3 Ab inh | phage Ecoli inh | Ecoli viability | PfHsp90 set2 | Mot1-301 SUMO | PKA-R1A act
O=C(O)C1C2C=CC(C2)C1C(=O)Nc1ccc(C(=O)N2CCCCC2)cc1 (configuration not stated) | 1 | -2.3 | 3 | -3.5 | 21 | 82 | 2.5 | 0.7 | 0 | 4 | -2
Cc1ccccc1C(=O)NC(NCc1ccco1)C(Cl)(Cl)Cl (configuration not stated) | 3 | 3.3 | -6 | -1.4 | 9 | x | 0.4 | -0.4 | -9 | 1 | 6
Cc1ccc2c(c1)CCCN2C(=O)c1c(C)noc1C | 3 | 0.6 | -11 | 0.8 | -5 | 120 | 2.5 | 3.0 | x | -15 | -6

The listing continues.
SMILES | HTR5A ag | AddAB inh | HTR5A inv ag | MOR-DOR ag | OPRM1-OPRD1 inv | DSG3 Ab inh | phage Ecoli inh | Ecoli viability | PfHsp90 set2 | Mot1-301 SUMO | PKA-R1A act
O=C(Cc1cccs1)N[C@@H]1c2ccccc2CC[C@H]1OCc1ccccc1 | 0 | -1.9 | 0 | -3.7 | 18 | 108 | 0.9 | -2.1 | -4 | x | -6
COc1ccc(N2CC(C(=O)Nc3nnc(C4CCCCC4)s3)CC2=O)cc1 (configuration not stated) | -6 | -0.3 | 17 | -0.8 | 6 | x | 0.8 | -1.3 | 12 | -3 | -7
c1ccc2c(c1)oc1c(NCCN3CCOCC3)ncnc12 | -3 | -1.1 | 15 | -1.8 | 10 | 104 | -1.3 | 0.4 | x | -15 | 3
Cc1ccc(Cl)c(NC(=O)COC(=O)c2nn(-c3ccccc3)cc2O)c1Cl | -4 | 0.9 | 15 | -1.1 | 6 | 93 | 2.2 | 2.4 | x | -5 | 0
O=C(COC(=O)c1c(F)cccc1Cl)NCC1CCCCC1 | -2 | 0.0 | 9 | 1.7 | -8 | 98 | 3.2 | -1.4 | -32 | -15 | -6
Cc1ccc2cc(CN(CCCN(C)C)C(=O)NCc3ccccc3)c(=O)[nH]c2c1C | -2 | 1.1 | 8 | -1.9 | 10 | 102 | 2.4 | 3.4 | -31 | 12 | -1
COCCCNC(=O)C1CCN(C(=O)c2oc3cc4sc(N(C)C)nc4cc3c2C)CC1 | -4 | 2.3 | 9 | -3.4 | 17 | 95 | -0.8 | -2.1 | -15 | 46 | -8
CC(=O)c1ccc(NC(=O)N2CCc3ccccc3C2)cc1 | -1 | 1.8 | 31 | -1.5 | 7 | 110 | 3.8 | 1.4 | 27 | x | -1
S=C(Nc1ccccc1)N1CCCCCCC1 | 5 | -2.1 | -14 | -3.2 | 16 | 79 | 3.4 | -1.5 | -13 | 6 | 6
C#CCSc1nc(-c2cccs2)ccc1C#N | -9 | -0.3 | -8 | 5.1 | -29 | 99 | 1.4 | 0.1 | 1 | 9 | -5
CC(C)Cc1nc(SCC(=O)N2CCOCC2)c2c(=O)n(C)c(=O)n(C)c2n1 | 4 | 0.6 | -11 | -3.9 | 13 | 109 | 0.3 | 1.6 | -98 | 7 | 3
CC(=O)CN1C(=O)NC(c2ccccc2)(c2ccccc2)C1=O | -5 | 3.9 | 2 | 0.8 | -7 | 99 | -0.3 | -1.9 | -31 | 33 | 2
O=C(Nc1ccc(F)c(Cl)c1)c1cncs1 | 0 | 1.9 | -2 | -1.8 | 9 | 95 | 2.7 | 1.2 | -6 | 8 | -14
COc1ccc(S(=O)(=O)N2CC(O)CC2C(=O)OCC(=O)Nc2ccc(Cl)cn2)cc1 (configuration not stated) | 1 | 1.2 | 12 | -2.2 | 12 | 100 | 0.6 | -2.0 | 7 | -2 | -1
COc1cccc2c1OCC(C(=O)O)C2 (configuration not stated) | -2 | 4.8 | 5 | -3.7 | 19 | 98 | 3.7 | 0.0 | 4 | 233 | -6
Cn1c(=O)c2c(nc(NC3CCCC3)n2C)n(C)c1=O | 1 | 0.0 | -4 | 0.1 | -1 | 99 | 1.4 | 0.2 | -25 | -10 | 6
CC1=C(c2ccc(C(C)C)cc2)S(=O)(=O)N=C1N1CCN(C(=O)c2ccco2)CC1 | -1 | 3.0 | 13 | -2.6 | 14 | 74 | -0.1 | -0.2 | -32 | 13 | 0
CCC(C)(C)n1nnnc1C(c1ccc(C)cc1)N1CCCC1 (configuration not stated) | -2 | -0.9 | 5 | -0.6 | 4 | 100 | 0.6 | -0.2 | -33 | 16 | -14
COc1ccc(C(=O)N(CCCO)C(C)C(=O)NC2CCCCC2)cc1OC (configuration not stated) | 1 | -2.8 | -4 | 0.4 | -2 | 95 | -2.1 | -1.7 | 23 | -2 | -20
Cc1csc(NC(=O)c2cc3ccccc3o2)n1 | 2 | 0.7 | 9 | -0.5 | 2 | 114 | -0.1 | 1.1 | -6 | 33 | 6
COc1cc(NC(=O)C(C)Oc2ccccc2)ccc1NC(=O)COc1ccccc1 (configuration not stated) | -2 | -1.0 | -18 | 1.1 | -6 | x | 0.5 | 0.6 | 3 | -8 | -6
Cc1ccc(Cn2cccc(NC(=O)NC3CCCCC3)c2=O)cc1 | 4 | 2.6 | -11 | -0.4 | 3 | 102 | 4.6 | 0.8 | 6 | 7 | -6
CCN(CC)CCCNC(=O)c1sc2ncn(CC(=O)Nc3ccc(C)c(Cl)c3)c(=O)c2c1C | 7 | -0.2 | -20 | 1.6 | -11 | 109 | 1.4 | -0.8 | 17 | -2 | -6
COc1cc(C2C(C#N)=C(C)NC3=C2C(=O)CC(C)(C)C3)cc(OC)c1O (configuration not stated) | 7 | -1.0 | -26 | 2.2 | -13 | 107 | 0.1 | 0.1 | 5 | 348* | 2
Cc1cc(C(=O)N2CCN(c3ccccc3)CC2)no1 | 3 | 1.4 | -35 | 2.5 | -14 | 108 | x | 0.0 | 8 | -31 | -1
CCCCC(=O)NC(=S)Nc1ccccc1C(=O)Nc1ccccc1 | -2 | 1.9 | 10 | -5.5 | 30* | 97 | 0.1 | 1.6 | x | -7 | -10
CC(=O)Nc1cccc(N2C(=O)CC(Cc3ccccc3)C2=O)c1 (configuration not stated) | -1 | -2.4 | -8 | -1.4 | 8 | 100 | 1.6 | 0.5 | 18 | 328 | -9
COc1ccccc1NC(=O)/C(C#N)=C/c1cc([N+](=O)[O-])ccc1N1CCCC1 | 3 | 3.4 | -9 | 3.5 | -18 | 104 | 2.2 | 1.6 | 1 | 3 | 4
Cc1ccc(CSc2nc3sc(C)c(C)c3c(=O)n2Cc2ccco2)cc1 | 0 | 1.6 | -1 | -0.7 | 3 | 101 | 2.3 | -0.2 | -3 | x | -1
Cc1c(C)c2ccc(OC(C)C(=O)NC3CC(C)(C)NC(C)(C)C3)cc2oc1=O (configuration not stated) | 0 | 1.5 | 10 | -1.0 | 5 | 104 | 3.6 | -1.2 | -20 | 97 | 6
O=C(Nc1ccc2c(c1)OCCO2)NC1CCCCC1 | 0 | -1.0 | -7 | 0.6 | -3 | 114 | 1.6 | 2.1 | 3 | x | 0
CC(=O)Nc1ccc(C)c(NC(=S)Nc2ccc(F)cc2)c1 | -1 | 0.1 | -26 | -1.0 | 5 | 109 | 3.1 | 0.9 | -6 | -3 | 10
CCOCCCNC(=O)c1cn(CC(C)C)c(=O)c2c1c1ccccc1n2C | -3 | 0.3 | 10 | -0.8 | 4 | 90 | 0.7 | -0.1 | 11 | 283 | -3
CN1C[C@@H]2[C@@H]3C(=O)N(Cc4ccccc4)C(=O)[C@@H]3[C@](C)(C1=O)N2C(=O)c1ccc(Br)cc1 | 6 | x | -18 | -3.0 | 17 | 99 | 0.2 | x | -9 | x | -1
CN1CC(=O)N(CCOc2ccccc2)C1=O | -2 | 3.1 | -2 | -2.5 | 14 | 91 | 2.2 | -0.7 | -3 | -3 | 0
O=C(CSc1ccccc1)NCc1ccccc1 | 0 | -1.0 | 2 | -1.0 | 5 | 108 | 1.8 | -3.1 | 7 | 19 | -4
CCSc1nnc(NC(=O)Cn2cnc3c2c(=O)n(C)c(=O)n3C)s1 | x | 1.7 | x | x | x | 112 | 1.1 | 1.3 | x | 83 | 0

High-throughput results deposited in PubChem by several laboratories.
